Source: PubChem
Pf Dd2 growth: inhibitors of Plasmodium falciparum Dd2 growth. P. falciparum Dd2 growth, SYBR Green, 72 h. Potency, µM (doses to about 28.9 µM), inactives show top-dose activity, negative = inhibition, hits mostly inhibitors. 120,000 tested, 4.3% active; active = well fitted inhibition curve with a large enough effect; inconclusive = small, poorly fitted or top-dose-only effect; inactive = no such curve, though single readings can be large or run the other way;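 also: plate controls were DMSO vehicle for no effect and reference drug for full effect; nearly all actives have a fitted effect of over 65% in size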
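Infected erythrocytes (Dd2, 0.3% parasitemia, 2.5% hematocrit final) are added to compound in RPMI-1640/Albumax II medium, grown 72 h at 37C in low oxygen, then lysed with saponin/Triton-X containing SYBR Green and read by fluorescence.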
* = called active by the depositor; i = inactive; ? = inconclusive; [ ] = remark or other dose. Potency is read from the fitted curve at half-maximal effect. These rows are one share of the data, so the mix of outcomes need not match the whole.

molecule | Pf Dd2 growth
Cc1ccc(S(=O)(=O)Nc2ccc(C)n(CC(=O)Nc3cccc(C)c3C)c2=O)cc1 | 0%
Cc1ccc(-n2c(SCc3ccccc3F)nc3[nH]ncc3c2=O)cc1Cl | i
O=C(COCc1cc(-c2ccc(F)cc2)on1)Nc1cc(Cl)cc(Cl)c1 | 15%
COCCN(Cc1ccco1)C(=O)c1cc2c(=O)[nH]c3ccc(C)cc3c2s1 | i
CCC(=O)N1CCc2cc(CNC(=O)Nc3ccc(OC)cc3OC)ccc21 | -13%
COc1ccc(Nc2nnc(-n3nc(C)cc3C)c3ccccc23)cc1 | -14%
CNCc1c(F)cccc1F | -9%[44.1 µM]
Cc1cccc(C(=O)NC2=NC(c3ccc(Cl)cc3)CC(=O)N2)c1 (stereo not drawn) | 15%
CCN(C(=O)Cn1cc(C(=O)c2ccc(F)cc2)c(=O)c2ccc(C)nc21)c1cccc(C)c1 | 8.9µM*
CCN(CC)Cc1nc(C2(O)CCN(Cc3ccc(F)cc3)CC2)cs1 | i
C1=CC[C@H]2CN(c3nccc(-c4ccccn4)n3)C[C@H]2C1 | -9%
CC(=O)Nc1ccc(S(=O)(=O)N2CC[C@H](c3nc4ccccc4o3)C2)cc1 | i
COc1ncccc1-c1cnc2[nH]cc(CC(=O)NCc3ccco3)c2c1 | i
Cc1nn(C(=O)c2c(F)cccc2F)c(C)c1S(=O)(=O)N1CCCCCC1 | 41%[activator]
CNC(=O)N1CCC(C2CCN(C(=O)C3CC=CC3)C2)CC1 (stereo not drawn) | -5%
CCn1c2ccccc2c2nnc(N3CCN(c4ccc(F)cc4)CC3)nc21 | -1%
CN(C)C[C@@H]1CN(Cc2ccccn2)C[C@H]1NC(=O)c1n[nH]c2ccccc12 | ?
CC[C@H]1CN(C(=O)c2ccc(F)cc2)CC[C@H]1CC(=O)N[C@@H](CO)CC(C)C | i
O=C(c1ccoc1)N1CCOc2ccc(CN3CCc4ccccc4C3)cc2C1 | ?
CC(C)NC(=O)NC[C@H]1O[C@@H](CC(=O)NC2CC2)[C@H](O)[C@@H]1O | 19%[44.1 µM]
O=C1CC(c2ccccc2)N(C(=O)CNC(=O)CN2CCCC2=O)CCCCCN1 (stereo not drawn) | -20%
COC(=O)c1ccc(NC(=O)c2c(C)oc3ccn(Cc4ccc(F)cc4)c(=O)c23)cc1 | ?
COc1ccc(NC(=O)CSc2oc(-c3ccco3)nc2S(=O)(=O)c2ccccc2)c(OC)c1 | 23%
CCC1CN(Cc2cccc(C)n2)CCC(=O)N1Cc1ccccc1 (stereo not drawn) | -7%
O=C(NCCN1CCOCC1)c1cccc(C2CCNC2)c1 (stereo not drawn) | 1%
OC[C@@H]1CN(C2CCSCC2)C[C@H]1c1nc(-c2cccnc2)no1 | -29%
Cc1noc(-c2cn(C3CCCN(C(=O)c4ccc(C(C)(C)C)cc4)C3)nn2)n1 (stereo not drawn) | -11%
CC(C)Cc1nc(CN2C[C@@H]3CC[C@H](C2)N(Cc2ccccc2)C3)no1 | 10µM*
Cc1[nH]ncc1CNC(=O)C1CCN(C(=O)c2ncn3c2COC(c2ccc(F)cc2)C3)CC1 (stereo not drawn) | i
O=C(CSc1nccn1-c1cccc(Cl)c1)Nc1ccc2c(c1)OCO2 | 8%
COc1cccc([C@@H]2CN(CC3CCOCC3)C[C@H]2C(=O)O)c1OC | -19%
Cc1ccc2c(c1)c(=O)c(C(=O)c1ccc3c(c1)OCO3)cn2Cc1cccc(F)c1 | ?
Cc1cnc(C(=O)N2CCCC(Cc3noc(-c4ccccn4)n3)C2)cn1 (stereo not drawn) | -3%
CCN(CC)CCCNC(=O)Cc1ccc(NC(=O)N2CCCCc3ccccc32)cc1 | 17%
COc1ccccc1C(=O)NC1(C(F)(F)F)C(=O)Nc2c1c(=O)[nH]c(=O)n2-c1ccc(F)cc1 (stereo not drawn) | -5%
Cc1cn(C)c(CC(=O)NCc2ccccc2Cl)c1C(=O)O | 17%[0.594 µM]
COc1cc(NC(=O)CSc2ncc(S(=O)(=O)c3ccc(Br)cc3)c(=O)[nH]2)cc(OC)c1 | -6%
Cc1cc(C)c(NC(=O)CCc2c(C)nc3c(c(C)nn3C(C)(C)C)c2C)c(C)c1 | 24%
c1ccc(-n2cc(CN3CCN(c4nc5ccccc5o4)CC3)nn2)cc1 | -14%
CCOc1cc(C#N)c(NC(=O)c2cccc(S(=O)(=O)N3CCOCC3)c2)cc1OCC | i
COc1cc2c(cc1Oc1cccc(N(C)C)c1)NC(=O)C21CCN(C(=O)C(C)C)CC1 | -4%[44.1 µM]
Cc1cc2c(c(=O)n(-c3ccccc3)c(=O)n2CC(=O)Nc2ccc(F)cc2)n1C | -16%
CCCc1cc(=O)oc2c3c(ccc12)OCN(Cc1ccccc1OC)C3 | 3.2µM*
COC1CCC12CCN(C(=O)c1ccco1)CC2 (stereo not drawn) | -1%
Cc1nc(C)c(C(=O)N2CCCCCCN(C)C(=O)[C@@H]3CCC[C@@H]32)s1 | -1%
Fc1ccc2c(c1)nc1n2[C@@H](CNCc2ccncc2F)COC1 | 5%[44.1 µM]
CN1CCC(N[C@H]2CC(C)(C)[C@@H]3C[C@@](C)(O)CC[C@]23CCC(=O)NCCN2CCOCC2)CC1 | -9%
COc1cc(OC)c(CNC(=O)c2c(C)noc2-c2cc(OC)c(OC)c(OC)c2)c(OC)c1 | -6%
CCCSc1nnc2c(n1)OC(CC)N(C(C)=O)c1ccccc1-2 (stereo not drawn) | i
O=C1CSC2(C(=O)N(Cc3c(F)cccc3Cl)c3ccccc32)N1c1ccc(F)c(F)c1 (stereo not drawn) | ?
COc1ccc(/C=C/c2nc(C#N)c(NC3CCCCC3)o2)cc1OC | -19%
O=C(NCCCc1nc2ccccc2[nH]1)C1CCCN(C2CCCC2)C1 (stereo not drawn) | -14%
O=C(Nc1ccccc1)N1CCCC(c2nn(-c3ccccc3)c(=O)[nH]2)C1 (stereo not drawn) | -12%
COc1ccc(O[C@H]2COCCN(C(=O)c3cc(C)oc3C(F)(F)F)C2)cc1 | -21%[44.1 µM]
O=C1CCCCCN1C1CCN(Cc2ccc(F)cc2)CC1 | -7%[44.1 µM]
COc1ccccc1C1CNC(=O)c2nc(CCN3CCC(C)CC3)[nH]c2C1 (stereo not drawn) | i
COc1ccc2c(c1)c(=O)c(C(=O)c1ccc(C)c(C)c1)cn2CC(=O)Nc1ccc2c(c1)OCCO2 | i
Cc1cccc(NC(=O)c2oc3ccccc3c2NC(=O)Cc2coc3cc(C)cc(C)c23)c1 | -2%
OCC1(O)CCCN(Cc2cnc(NCc3ccccc3)nc2)C1 (stereo not drawn) | -5%
CC(=O)N1CC2(Cc3ccccc31)CN(C(=O)c1ccccc1Cl)C2 | ?

Additional results follow.
molecule | Pf Dd2 growth
CC(C)c1ccc(C(=O)N2CCC(Cc3nc(-c4ccc(F)cc4)no3)CC2)cc1 | -18%
COc1ccc(-c2nc3ccccc3s2)cc1NC(=O)c1ccc(C#N)cc1F | 31%
CN(C)C[C@@H]1CN(Cc2ccncc2)C[C@H]1NS(=O)(=O)Cc1ccccc1 | -3%
CC1CCN(C(=O)CN2c3ccc(Br)cc3-c3ccccc3S2(=O)=O)CC1 | ?
CC[C@H]1CN2CC[C@H]1C[C@@H]2CNS(=O)(=O)c1ccc(C)cc1 | ?
CC(=O)Nc1ccc(C(=O)N2CCCC(c3nc(C)ncc3-c3cccc(C)c3)C2)cc1 (stereo not drawn) | i
CCN1CCC(N(Cc2cccc(OC)c2)C(=O)Nc2cccc(C(F)(F)F)c2)CC1 | ?
CSc1ccc(C2c3[nH]c4ccccc4c3CCN2C(=O)CCc2ccccc2)cc1 (stereo not drawn) | -20%
Cc1cccc(S(=O)(=O)c2cn(Cc3ccccc3)c3cc(N4CCCCC4)c(F)cc3c2=O)c1 | ?
Cc1nn2cc(-c3ccc(OC(C)C)cc3)nc2s1 | 9%
COCCn1cnc2ccc(-c3ccsc3)nc2c1=O | ?
O=c1n(CC2CC2)nc2n1CCNCC2 | -5%
Cc1cc2ncc(C(=O)N3CCOCC3)cn2n1 | 3%[44.1 µM]
CS(=O)(=O)N1CCC2(CC1)CN(Cc1ccncc1)Cc1ccccc1O2 | 14%
O=C(CSCc1cnn(-c2ccccc2)c1-n1cccc1)NCc1ccc(F)cc1 | i
O=C(NCCc1ccc(Cl)cc1)C1CCc2nnc(C3CCN(C(=O)C4CC4)CC3)n21 (stereo not drawn) | 58%[activator]
NC(=O)c1ccc(O[C@@H]2COCC[C@H]2NC(=O)CN2CCOC2=O)cc1 | -15%
CCn1cc(CN2CCCC(c3nc(C(C)C)no3)CCNC(=O)CC2)cn1 (stereo not drawn) | ?
CCc1ccc(S(=O)(=O)c2nnn3c2nc(NC2CCCC2)c2ccccc23)cc1 | ?
Cc1occc1C(=O)N1C[C@H]2OC(=O)N(CCCN3CCOCC3)[C@H]2C1 | -5%

Structures shown so far that have a COOH group (2):
molecule | Pf Dd2 growth
COc1cccc([C@@H]2CN(CC3CCOCC3)C[C@H]2C(=O)O)c1OC | -19%
Cc1cn(C)c(CC(=O)NCc2ccccc2Cl)c1C(=O)O | 17%[0.594 µM]

Next part
molecule | Pf Dd2 growth
CCCCSc1nc(-c2ccc(OC)cc2)ccc1C#N | ?
CS(=O)(=O)NC[C@H]1OC[C@@H](NCc2ccc(S(C)(=O)=O)cc2)[C@@H]1O | 11%[44.1 µM]
CCc1ccc(OCC(=O)Nc2ccc3c(c2)c2ccccc2n3CC)cc1 | 23%
COc1ccc2oc(-c3ccc(C)c(NC(=O)CSc4ccc(Cl)cc4)c3)nc2c1 | i
Cc1nc2c3ccccc3nc(NNC(=O)CCC(=O)N3CCN(c4cccc(C(F)(F)F)c4)CC3)n2n1 | ?
COc1ccc(N2CCN(Cc3nc4c(c(=O)[nH]c(=O)n4C)n3Cc3ccccc3)CC2)cc1 | 5%
O=C(CN1CCCC1=O)NC1CCCc2nc(-c3ccccc3)ncc21 (stereo not drawn) | -6%
CN(Cc1ccccc1)c1ncnc2c1nc1n2CCCC1 | 2%
O=C(c1ccc(F)cc1)N1CCN(c2nc3ncccc3o2)CC1 | 2%[44.1 µM]
Cc1cccc(C(=O)N2CC3CC(C2)[C@H]2CCCC(=O)N2C3)c1 (stereo partly drawn) | 0%
COc1cc(NC(=O)C(CCSC)NS(=O)(=O)c2ccc3c(c2)oc(=O)n3C)cc(OC)c1 (stereo not drawn) | 6%
CC(NC(=O)C1CCN(C(=O)c2ncn3c2COC(c2ccc(F)cc2)C3)CC1)c1ccc(F)cc1 (stereo not drawn) | -18%
COCC(=O)N1CCc2nc(C(C)C)nc(-c3ccc(O)cc3)c2C1 | 11%
Cc1c(CCNC(=O)c2ccco2)sc2nc(-c3ccc(F)cc3)nn12 | i
Cc1nc(C)c(C(=O)N2CCCCCCNC(=O)[C@@H]3CCCC[C@@H]32)s1 | ?
Cc1cccc(C(=O)N2CC(c3nnc(-c4ccncc4)o3)C3(CCOCC3)C2)c1 (stereo not drawn) | -14%
O=C(CCC1CCCN(S(=O)(=O)c2ccc(F)cc2)C1)NCc1ccccc1 (stereo not drawn) | -15%
CCOC(=O)c1cccc(NC(=O)N2CC[C@@H](CC(=O)N(C)CCC#N)[C@@H](CC)C2)c1 | ?
C[S+](=O)([O-])Nc1cccc(Nc2cnc3ccc(-c4ccccc4)nn23)c1 | 13µM*
N#Cc1ccc(C(=O)N2CCN(c3cc(-c4cccs4)[nH]n3)CC2)cc1 | ?
O=C1NC(C(=O)N2CCOCC2)Cn2cccc21 (stereo not drawn) | 15%
COC(=O)c1ccccc1NC(=O)c1ccc2c(c1)CCN2S(C)(=O)=O | i
COc1cccc2cc(-c3nc(-c4ccc(Cl)cc4)cs3)c(=O)oc12 | 84%[activator]
O=[S+]([O-])(c1ccccc1)c1nnn2c1nc(N1CCC(F)CC1)c1ccccc12 | ?
Cn1c2c(c3cc(F)ccc31)CN(C(=O)Nc1ccc(F)c(Cl)c1)CC2 | -27%
Cc1c(C(=O)N2CCCCCC2)c(S(=O)(=O)Nc2ccc(OC(F)(F)F)cc2)c(C)n1C | -21%
O=C(c1ccc(C(F)(F)F)cc1)N1CCC(C(=O)O)(c2ccccc2)CC1 | -5%
CCC(=O)N1Cc2ccccc2CC2(CCCCN2Cc2ccccn2)C1 (stereo not drawn) | -19%
C#CCNC(=O)C1CCCN1c1nc2ncccc2o1 (stereo not drawn) | -1%[44.1 µM]
CCCCc1cc(C[C@H]2CNCC[C@H]2CC(=O)N2CCC(Cc3ccccc3)CC2)no1 | ?
CC(=O)c1nnn(-c2ccc(C)cc2Cl)c1C | 19%

Rewritten field by field: 4 of the compounds above
> Cc1c(C(=O)N2CCCCCC2)c(S(=O)(=O)Nc2ccc(OC(F)(F)F)cc2)c(C)n1C
  Pf Dd2 growth = -21%

> O=C(c1ccc(C(F)(F)F)cc1)N1CCC(C(=O)O)(c2ccccc2)CC1
  Pf Dd2 growth = -5%

> CCC(=O)N1Cc2ccccc2CC2(CCCCN2Cc2ccccn2)C1 (stereo not drawn)
  Pf Dd2 growth = -19%

> C#CCNC(=O)C1CCCN1c1nc2ncccc2o1 (stereo not drawn)
  Pf Dd2 growth = -1%[44.1 µM]
